dFosB act = enhances mouse delta FosB homodimer DNA binding; activation, % at 25 µM; actives 0.99% (n = 340,000); purified delta FosB, TAMRA-CDK5 oligo fluorescence polarization; percent of positive-control signal above neutral wells;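 active = mean activation above about 17%, with every replicate also reaching it, limit read from the data, passing the limit was not always enough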;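 note: fluorescence polarization rise as delta FosB binds a TAMRA Cdk5 AP-1 oligo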
Target sequence (P13346 whole entry, looked up): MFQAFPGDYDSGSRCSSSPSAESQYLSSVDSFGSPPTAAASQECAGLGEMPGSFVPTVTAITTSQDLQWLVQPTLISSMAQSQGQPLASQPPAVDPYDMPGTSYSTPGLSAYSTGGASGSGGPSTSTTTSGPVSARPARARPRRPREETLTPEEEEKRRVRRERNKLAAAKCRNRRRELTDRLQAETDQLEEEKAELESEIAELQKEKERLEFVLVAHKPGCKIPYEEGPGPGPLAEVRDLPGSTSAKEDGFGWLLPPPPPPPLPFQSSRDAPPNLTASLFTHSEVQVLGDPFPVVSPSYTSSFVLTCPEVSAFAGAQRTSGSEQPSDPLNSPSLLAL
SR-BI HDL uptake = mouse SR-BI HDL lipid transfer inhibition; ldlA[mSR-BI] CHO cells, DiI-HDL uptake fluorescence, 3 h; inhibition, % at 12.5 µM; actives 0.96% (n = 320,000);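 active = mean replicate inhibition of at least 70% and a set share of replicates each scoring 70 or more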;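 note: 0% = median of neutral control wells and 100% = median of positive control wells; values of inactives mirror those of a sister screen read the other way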
Target sequence (Q61009 whole entry, looked up): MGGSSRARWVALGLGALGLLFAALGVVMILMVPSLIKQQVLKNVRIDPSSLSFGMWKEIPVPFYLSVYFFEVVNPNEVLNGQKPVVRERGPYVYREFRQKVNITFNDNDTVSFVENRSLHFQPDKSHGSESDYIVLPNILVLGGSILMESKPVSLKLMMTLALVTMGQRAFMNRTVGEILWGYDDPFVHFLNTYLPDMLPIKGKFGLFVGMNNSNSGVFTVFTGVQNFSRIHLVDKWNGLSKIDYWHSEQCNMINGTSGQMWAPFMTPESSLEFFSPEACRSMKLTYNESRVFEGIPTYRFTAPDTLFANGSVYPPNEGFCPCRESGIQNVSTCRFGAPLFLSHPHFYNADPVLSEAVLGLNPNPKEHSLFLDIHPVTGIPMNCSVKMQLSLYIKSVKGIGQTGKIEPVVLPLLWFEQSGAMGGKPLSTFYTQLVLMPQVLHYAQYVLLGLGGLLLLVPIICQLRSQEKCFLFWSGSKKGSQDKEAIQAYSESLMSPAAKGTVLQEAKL
PvdQ inh = P. aeruginosa PvdQ acylase inhibition. purified PvdQ acylase, fluorescence plate reader. inhibition, % at 10 µM. actives 0.063% (n = 340,000). AID 488965; in the data active = inhibition above about 30%, passing the limit was not always enough;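 note: 0% = vehicle neutral wells and 100% = reference inhibitor wells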
MITF TRPM1 HTS = MITF TRPM1 promoter activation in melanoma cells | activation, % at 12.5 µM | SK-MEL-5 TRPM1-promoter luciferase, 24 h; % of positive control, neutral wells = 0 | AID 588334 | actives 0.75% (n = 300,000);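 active = mean activation of at least 80% with every replicate also reaching 80%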;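 note: 0% = neutral control wells and 100% = parthenolide positive control wells; values of inactives mirror those of a sister screen read the other way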
SR-BI DiI-HDL act = SR-BI HDL lipid transfer activation. activation, % at 12.5 µM. CHO ldlA[mSR-BI] cells, DiI-HDL uptake fluorescence, 3 h; 100 = double the neutral-control signal. actives 0.096% (n = 320,000);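 active = mean replicate activation of at least 60% and every replicate at or above 60%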;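 note: 0% = median plate neutral-control signal and 100% = twice that signal; values of inactives mirror those of a sister screen read the other way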
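system = CHO ldlA[mSR-BI] cells, LDL receptor-null, SR-BI overexpressing | medium = Ham's F12 with 0.5% BSA, HEPES 25 mM, pH 7.4 | probe or stimulus = DiI-HDL 10 µg/mL | compound dosing = single-point compound dose | incubation = compound exposure 3 h, 37 °C | technique = DiI fluorescence, bottom read | read-out = cell-associated DiI fluorescence as measure of HDL uptake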
CAL PDZ FP-1 = inhibitors of human CAL PDZ peptide binding. Q9HD26. purified CAL PDZ, TMR-peptide fluorescence polarization, 1 h. inhibition, % at 20 µM. actives 0.02% (n = 330,000). AID 504414;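 active = highest replicate inhibition of at least 40%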;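 note: plate controls were DMSO neutral control wells for no effect and unlabeled competitor peptide control wells for full effect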
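Control set: unlabelled peptide and DMSO controls / Material: purified CerCALP PDZ construct / Timing: 1 h incubation at room temperature before polarization reading / Doses: 20 µM, one dose / Detection: fluorescence polarization (mP)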
PfHsp90 set2 = inhibits growth of yeast expressing Plasmodium falciparum Hsp90. S. cerevisiae expressing PfHsp90, BacTiter-Glo ATP, 48 h; yeast lacking PDR1 and PDR3 efflux regulators. inhibition, % at 9.4 µM. actives 0.32% (n = 310,000);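 active = every replicate shows inhibition above about 80%, whatever the replicate mean, limit read from the data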;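 note: 0% = DMSO neutral controls and 100% = 20 µM radicicol positive controls; yeast relying on Plasmodium falciparum Hsp90 in place of its own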
NSD2 HMT inh = blocks human histone methyltransferase NSD2. inhibition, % at 12.5 µM. AID 743445. O96028. NSD2 peptide methylation, AlphaScreen, 120 min. actives 0.54% (n = 310,000); in the data active = inhibition above about 50%
Rtt109 Vps75 = C. albicans Rtt109 histone acetyltransferase inhibition. Q5AAJ8. purified Rtt109/Vps75, ThioGlo CoA-SH fluorescence, 4 h. inhibition, % at 34.9 µM. actives 0.16% (n = 330,000). AID 540336;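 active = inhibition of at least 50% in every replicate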
CAL PDZ FP-2 = blocks peptide binding to the human CAL PDZ domain | Q9HD26 | purified CAL PDZ, TMR-peptide fluorescence polarization, 1 h | inhibition, % at 24.9 µM | actives 0.92% (n = 300,000) | AID 602252;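 active = mean inhibition of at least 30% with at least half of replicates also reaching 30%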;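 note: 0% = DMSO neutral control and 100% = excess unlabeled competitor peptide PRC23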
Numbers without * were called inactive; . = not tested or not shown; & = joins results of further samples.

SMILES	dFosB act	SR-BI HDL uptake	PvdQ inh	MITF TRPM1 HTS	SR-BI DiI-HDL act	CAL PDZ FP-1	PfHsp90 set2	NSD2 HMT inh	Rtt109 Vps75	CAL PDZ FP-2
CCn1cc(C(=O)N2CC(C)CC(C)C2)c(=O)c2cc(S(=O)(=O)N(C)C)ccc21 (configuration not stated)	-4	-10	8	3	10	-0.6	16	.	4	3
O=C(NCCC1CCCCN1S(=O)(=O)c1ccccc1)C(=O)NCc1ccccc1F (configuration not stated)	-10	2	1	-2	-2	0.1	-19	0	-1	-6
Cc1cc(/C=C2/NC(=O)NC2=O)c(C)n1C	-8	1	3	-9	-1	-1.2	1	3	2	-1
COc1ccccc1N(CC(=O)NCc1ccccc1)C(=O)CCC(=O)Nc1cc(C)ccn1	-3	-7	-12	-7	7	-0.8	-16	1	-3	-1
CCS(=O)(=O)c1ccc(O)c(NC(=O)/C=C/c2ccc(Cl)cc2)c1	-5	-16	-6	9	16	0.3	-27	-2	3	5
CCOc1cccc2cc(C(=O)N3CCc4ccccc4C3)c(=O)oc12	-8	1	-4	-12	-1	-1.7	18	2	6	-8
Cc1c[n+]([O-])ccc1Oc1ccc([N+](=O)[O-])cc1	8	-23	8	6	23	0.6	-3	.	-1	4
CCCC(=O)N1CC2(CCC)CN(C(=O)CCC)CC(CCC)(C1)C2=O	0	.	-14	1	.	-1.5	-8	-1	-8	-1
Cn1c(=O)c2[nH]c(NCCCN3CCOCC3)nc2n(C)c1=O	-3	-6	-2	7	6	1.8	-7	8	0	-2
COc1ccc(C2=CN(Cc3ccccc3)CCC2=O)cc1	-8	12	-2	45	-12	0.6	-9	.	0	1
Cc1ccc(S(=O)(=O)N(C)C[C@H]2Oc3ccc(NC(=O)C4CCCCC4)cc3C(=O)N([C@H](C)CO)C[C@H]2C)cc1	1	3	-2	-11	-3	-0.5	-20	.	20	-1
COC(=O)c1cccc(-n2nnnc2SCC(=O)Nc2nc3c(s2)CCCC3)c1	-12	-4	-9	-11	4	-10	-38	3	-1	1
COc1ccc(C#Cc2ccc3c(=O)c4ccccc4n(C)c3c2)cc1	-6	24	1	22	-24	-0.8	-45	.	12	-1
NNC(=O)c1cc(-c2ccccc2)sc1N	2	.	-20	2	.	-3.0	27	.	-15	-4
c1ccc(-c2cn3c4c(sc3n2)CCCC4)cc1	-5&-5	16&15	7&10	0&-47	-16&-15	-1.8&-3.9	13&26	1	8&33	-2&-1
CC(=O)c1ccc(NC(=O)CSc2ccc3nnc(-c4ccccn4)n3n2)cc1	-3	0	-17	-4	0	-1.5	-51	-1	-5	0
O=C(Nc1ccc2c(c1)CCCN2C(=O)c1ccccc1)c1ccccc1	-9	15	-2	34	-15	-2.2	3	2	3	-5
CCOC(=O)C1(Cc2cccc(F)c2)CCN(C(=O)COC)CC1	-2	.	9	9	.	0.9	8	2	0	-1
COc1ccc(O)c(CN2CCN(C/C=C/c3ccccc3)CC2)c1	2	-40	-8	4	40	-0.6	10	19	-5	-1
O=C(Nc1ccc2c(c1)CCC2)c1ccc(Br)s1	-6	35	-6	59	-35	-2.2	1	-3	7	3
CCN(CC(=O)NC1CCS(=O)(=O)C1)c1nc(-c2cccnc2)nc2ccccc12 (configuration not stated)	-8	-6	2	3	6	0.2	13	-1	-10	-4
O=C(Cn1nc(-c2ccc(Cl)cc2)ccc1=O)N1CCN(c2ccccc2)CC1	-13	11	7	7	-11	-0.9	-17	1	12	.
CCOC(=O)C1C(=O)C=C(C)C(C(=O)OCC)C1c1ccc(OC)cc1 (configuration not stated)	-2	-16	-5	6	16	-0.3	-9	-7	1	.
Cc1ccc(CNC(=O)C23CN(Cc4ccccc4)CC2C(c2ccc([N+](=O)[O-])cc2)=NO3)o1 (configuration not stated)	0	64	-13	10	-64	-0.8	-6	.	-1	-1
O=C(c1ccc2c(c1)OCO2)C1CCCN(C(=O)c2cnn(Cc3ccccc3)c2)C1 (configuration not stated)	-5	.	2	5	.	-2.4	-2	0	10	1

New compounds follow
SMILES	dFosB act	SR-BI HDL uptake	PvdQ inh	MITF TRPM1 HTS	SR-BI DiI-HDL act	CAL PDZ FP-1	PfHsp90 set2	NSD2 HMT inh	Rtt109 Vps75	CAL PDZ FP-2
CCc1ccc(NC(=O)N[C@H](C(=O)O)C(C)CC)cc1 (some centres not stated)	2	-4	1	12	4	-0.8	13	-4	-7	-18
CC1CC1C(=O)Nc1ccc(-c2ccccc2)cc1 (configuration not stated)	-5	26	-6	38	-26	-3.3	0	-2	-1	-2
Cc1nc2ncnn2c(C)c1CCC(=O)N1CCc2ccccc21	-6	-8	-5	.	8	-2.7	.	1	.	0
COc1ccccc1-c1nnc(SC(C)C(=O)N2CCOCC2)o1 (configuration not stated)	-10	11	-9	-16	-11	-1.0	-20	1	-11	-1
COc1ccc(CCn2c(C)cc(C(=O)COC(=O)c3cnccn3)c2C)cc1	-4	44	-14	5	-44	-3.0	18	2	1	-5
CC(C(=O)Nc1cccc(Br)c1)c1ccc([N+](=O)[O-])cc1 (configuration not stated)	-3	22	-10	11	-22	-1.1	-4	-1	-3	4
CC(CCN1CCN(c2ccccn2)CC1)c1ccccc1 (configuration not stated)	2	6	3	.	-6	-0.1	-3	3	7	4
CC(C)(NO)/C(=N\O)c1ccc(Cl)cc1	-9	-20	-8	-5	20	-0.7	-56	0	-5	-4
CCc1ccc(C2CC(c3ccccc3Cl)Nc3nc(N)nn32)cc1 (configuration not stated)	-20	-1	-21	3	1	0.5	-9	.	6	.
Cc1ccc(C2=Nc3ccccc3N=C(c3ccc([N+](=O)[O-])cc3)C2)c(O)c1	5	-3	-12	-17	3	0.1	3	2	0	-4
COCCN1C=C2C(=O)C(C)(OC(=O)c3cccs3)C(=O)C=C2C=C1CCCC(=O)OC (configuration not stated)	-4	-27	8	8	27	-0.6	-7	.	8	-4
CCOC(=O)N1CCN(Cc2nc3cc(NC(=O)c4cccs4)ccc3n2CC)CC1	-12	26	-12	14	-26	-3.2	1	0	-3	-4
COC(=O)CSc1c(-c2ccccc2)c2cc(Cl)ccc2[nH]c1=O	-11	-22	-16	.	22	-4.1	7	-3	-7	-2
O=C(Nc1cccc(F)c1)Nc1ccccn1	-11	-11	-13	.	11	-2.7	.	0	-2	-1
O=C(COc1ccccc1)Nc1cccc(S(=O)(=O)N2CCCC2)c1	-5	-8	-8	16	8	-1.0	-5	-3	6	-2
CCOC(=O)N1CCN(S(=O)(=O)c2cn(C)c(=O)n(C)c2=O)CC1	3	-7	0	6	7	-1.8	-34	7	-17	-1
CC(C)[C@H](NC(=O)c1ccc(F)cc1)C(=O)NC1=NCCS1	-7	12	-12	2	-12	0.7	-22	-5	-2	-3
C/C(=N\OC(=O)c1ccc(C)cc1)c1sc(C)nc1C	-16	-4	6	23	4	-2.0	.	-2	4	-15
O=C(NCc1ccco1)c1ccc(Cn2c(=O)c3ccccc3n(Cc3ccc(Cl)cc3)c2=O)cc1	-6	24	-2	.	-24	-0.7	.	.	-1	-5
COc1ccccc1N1CCN(CCCOc2ccc(F)cc2)CC1	3	-19	-12	9	19	-1.5	5	11	4	-3
CN(CC(=O)Nc1ccc(F)c(F)c1F)C(=O)c1ccc2c(c1)OCCO2	6	-8	6	16	8	-0.5	16	-2	.	18
CCC(C(=O)Nc1ccc2c(c1)OCCO2)n1nnc2ccccc2c1=O (configuration not stated)	1	-12	-13	88*	12	-1.5	12	-2	2	-5
COc1ccc(OC)c(NC(=O)CCc2c[nH]c3ccccc23)c1	-10	19	-13	-9	-19	0.0	25	2	1	3
COc1ccc2cc(C(=O)NCc3ccco3)c(=O)oc2c1	5	.	6	33	.	0.3	40	0	-4	-2
Cc1cc(SCC(=O)N/N=C/c2ccc(C(=O)O)cc2)nc2ccccc12	-9	-18	-4	17	18	-2.0	-10	-2	-1	-8
O=C(CSc1nc2ccccc2s1)NCc1cc([N+](=O)[O-])ccc1O	-3	-17	9	-2	17	-0.8	8	.	7	2
N#CCC1c2ccccc2CCN1C(=O)Nc1cccc(Cl)c1 (configuration not stated)	-5	31	-8	-21	-31	0.1	-16	10	-9	.
CCCSc1nnc(NC(=O)Nc2ccccc2OC)s1	-14	16	-15	.	-16	-1.5	-26	-5	5	-4
Cc1cc(N2CCCC2)nc2ccc(NC(=S)NCCCN3CCC(C)CC3)cc12	46*	-19	-2	-28	19	-1.0	-21	.	-8	-4

3 compounds from above, ordered by the number in CAL PDZ FP-2, highest first.
SMILES	dFosB act	SR-BI HDL uptake	PvdQ inh	MITF TRPM1 HTS	SR-BI DiI-HDL act	CAL PDZ FP-1	PfHsp90 set2	NSD2 HMT inh	Rtt109 Vps75	CAL PDZ FP-2
CC1CC1C(=O)Nc1ccc(-c2ccccc2)cc1 (configuration not stated)	-5	26	-6	38	-26	-3.3	0	-2	-1	-2
Cc1cc(SCC(=O)N/N=C/c2ccc(C(=O)O)cc2)nc2ccccc12	-9	-18	-4	17	18	-2.0	-10	-2	-1	-8
CCc1ccc(NC(=O)N[C@H](C(=O)O)C(C)CC)cc1 (some centres not stated)	2	-4	1	12	4	-0.8	13	-4	-7	-18

Four entries from above, field by field.
CCOC(=O)N1CCN(S(=O)(=O)c2cn(C)c(=O)n(C)c2=O)CC1
  dFosB act: 3
  SR-BI HDL uptake: -7
  PvdQ inh: 0
  MITF TRPM1 HTS: 6
  SR-BI DiI-HDL act: 7
  CAL PDZ FP-1: -1.8
  PfHsp90 set2: -34
  NSD2 HMT inh: 7
  Rtt109 Vps75: -17
  CAL PDZ FP-2: -1
COc1ccc(CCn2c(C)cc(C(=O)COC(=O)c3cnccn3)c2C)cc1
  dFosB act: -4
  SR-BI HDL uptake: 44
  PvdQ inh: -14
  MITF TRPM1 HTS: 5
  SR-BI DiI-HDL act: -44
  CAL PDZ FP-1: -3.0
  PfHsp90 set2: 18
  NSD2 HMT inh: 2
  Rtt109 Vps75: 1
  CAL PDZ FP-2: -5
COC(=O)CSc1c(-c2ccccc2)c2cc(Cl)ccc2[nH]c1=O
  dFosB act: -11
  SR-BI HDL uptake: -22
  PvdQ inh: -16
  MITF TRPM1 HTS: .
  SR-BI DiI-HDL act: 22
  CAL PDZ FP-1: -4.1
  PfHsp90 set2: 7
  NSD2 HMT inh: -3
  Rtt109 Vps75: -7
  CAL PDZ FP-2: -2
CCC(C(=O)Nc1ccc2c(c1)OCCO2)n1nnc2ccccc2c1=O (configuration not stated)
  dFosB act: 1
  SR-BI HDL uptake: -12
  PvdQ inh: -13
  MITF TRPM1 HTS: 88*
  SR-BI DiI-HDL act: 12
  CAL PDZ FP-1: -1.5
  PfHsp90 set2: 12
  NSD2 HMT inh: -2
  Rtt109 Vps75: 2
  CAL PDZ FP-2: -5
